PGE2 EP2 inh: EP2 receptor (human) inhibition | P43116 | C6 glioma cells expressing human EP2, cAMP TR-FRET; cells stimulated with saturating PGE2 | inhibition, % at 25 µM | 260,000 tested, 0.52% active;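 active = percent inhibition above 40 after rounding to a whole number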;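 also: rat C6 glioma host cells with rolipram phosphodiesterase inhibitor present; the protocol text gives 20 µM as final concentration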
EP2 mod: EP2 receptor (human) modulation | P43116 | EP2-expressing cells, cAMP HTRF FRET, PGE2 co-stimulation | induction, % at 25 µM | 260,000 tested, 0.83% active | AID 940;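 active = compounds whose cAMP rise, as percent of the full-agonist control response, exceeds 60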;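 also: rat C6 glioma line stably carrying human EP2 under a CMV promoter; the protocol text gives 20 µM as final concentration; 100% = response of wells given 1 µM PGE2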
zfTRPN1 agonist: agonists of zebrafish TRPN1 channel; 220,000 tested, 0.18% active; HEK293 zebrafish TRPN1-YFP, Fluo-8 calcium fluorescence; 100% = response to 87 µM carbachol; activation, % at 3 µM;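 active = activation above its plate's cutoff, the mean activation of test wells on that plate plus 3 SD, cut at about 19% in these data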;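 also: 0% = DMSO alone and 100% = 87 µM carbachol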
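Material: zebrafish TRPN1-YFP in HEK293 cells; Doses: single test compound dose, 3 µM nominal, 0.3% DMSO; Timing: dye loading 1 h at 37 °C, then 30 min room temperature; Technique: intracellular calcium fluorescence with Fluo-8; Benchmarks: high carbachol 87 µM, low DMSO alone.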
14-3-3 Bad PPI: disrupts binding of bovine 14-3-3 zeta to phospho-Bad peptide. TR-FRET 14-3-3zeta/Dy647-pBad peptide displacement, 1 h. inhibition, % at 21.7 µM. 220,000 tested, 0.71% active. AID 781;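 active = inhibition above about 70%, limit read from the data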;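 also: 0% = full 14-3-3 plus peptide FRET controls and 100% = background without 14-3-3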
NPY1 pot ag: potentiates or activates human NPY-Y1 receptor; P25929; NPY-Y1 expressing cells, potentiator/agonist activation; activation, % at 3.6 µM; 220,000 tested, 0.37% active; in the data active = activation above about 33%, passing the limit was not always enough;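 also: cells stimulated with NPY at EC10 then isoproterenol at EC100; 0% = low agonist plus stimulus and 100% = saturating agonist plus stimulus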
Target sequence (P25929 whole entry, looked up): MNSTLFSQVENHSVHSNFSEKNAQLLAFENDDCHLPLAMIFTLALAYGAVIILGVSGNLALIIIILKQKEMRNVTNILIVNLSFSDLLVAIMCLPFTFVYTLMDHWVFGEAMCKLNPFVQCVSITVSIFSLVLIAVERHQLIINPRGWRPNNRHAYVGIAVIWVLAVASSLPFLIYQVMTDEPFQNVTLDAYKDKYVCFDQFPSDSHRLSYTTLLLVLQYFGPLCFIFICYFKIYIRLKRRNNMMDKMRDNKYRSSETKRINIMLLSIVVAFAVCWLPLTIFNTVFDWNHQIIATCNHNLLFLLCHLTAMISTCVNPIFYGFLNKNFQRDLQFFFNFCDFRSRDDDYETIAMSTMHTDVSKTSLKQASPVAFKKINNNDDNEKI
CHOP inh: CHOP inhibition in unfolded protein response | CHO-K1 CHOP-promoter luciferase, tunicamycin-induced, 15-18 h | inhibition, % at 10 µM | 220,000 tested, 3.8% active | AID 2732;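 active = compounds that reduced the stress-induced luciferase reporter signal by more than about 70% of percent inhibition, limit read from the data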;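 also: 0% = tunicamycin plus vehicle and 100% = wells without tunicamycin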
PPC-1+TRAIL kill: compounds killing PPC-1 cancer cells with TRAIL present (potentiator screen, no TRAIL-free arm); PPC-1 cells + TRAIL, ATPLite viability luminescence; cell killing (% activity), % at 4 µM; 220,000 tested, 0.41% active;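 active = cell killing above 50% in the first pass at 4 µM, then a duplicate retest at 5 µM averaging 50% or more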;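 also: plate controls were cells with TRAIL plus DMSO for no effect and medium-only wells lacking cells for full effect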
NPY Y1 blocker: NPY-Y1 (human) receptor antagonism; P25929; 200,000 tested, 1% active; HEK293-CNG Y1 cells, membrane potential fluorescence; NPY at EC95, then isoproterenol; inhibition, % at 3.6 µM;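 active = inhibition above the campaign mean inhibition of all tested compounds plus 3 SD, cut at about 20% in these data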;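 also: 0% = DMSO wells given NPY plus isoproterenol and 100% = isoproterenol alone without NPY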
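Test system – HEK293 Y1/CNG channel cell line · Also added – NPY agonist 25 nM, then isoproterenol 1 µM plus Ro 20-1724 25 µM · Compound dosing – one concentration, 3.6 µM, in 0.4% DMSO · Schedule – compound incubation 1 h at room temperature, readout 45 min post-stimulation · Technique – fluorescence, membrane potential probe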
TRPML3 ag: agonists of human TRPML3 channel. HEK293 TRPML3-YFP, Fluo-8 calcium fluorescence; 100% = the carbachol control signal. activation, % at 3 µM. 220,000 tested, 0.29% active;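 active = activation above its plate's cutoff, the mean activation of the plate's test wells plus 3 SD, cut at about 12% in these data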;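 also: 0% = DMSO only wells and 100% = carbachol wells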
Target sequence (Q8TDD5 whole entry, looked up): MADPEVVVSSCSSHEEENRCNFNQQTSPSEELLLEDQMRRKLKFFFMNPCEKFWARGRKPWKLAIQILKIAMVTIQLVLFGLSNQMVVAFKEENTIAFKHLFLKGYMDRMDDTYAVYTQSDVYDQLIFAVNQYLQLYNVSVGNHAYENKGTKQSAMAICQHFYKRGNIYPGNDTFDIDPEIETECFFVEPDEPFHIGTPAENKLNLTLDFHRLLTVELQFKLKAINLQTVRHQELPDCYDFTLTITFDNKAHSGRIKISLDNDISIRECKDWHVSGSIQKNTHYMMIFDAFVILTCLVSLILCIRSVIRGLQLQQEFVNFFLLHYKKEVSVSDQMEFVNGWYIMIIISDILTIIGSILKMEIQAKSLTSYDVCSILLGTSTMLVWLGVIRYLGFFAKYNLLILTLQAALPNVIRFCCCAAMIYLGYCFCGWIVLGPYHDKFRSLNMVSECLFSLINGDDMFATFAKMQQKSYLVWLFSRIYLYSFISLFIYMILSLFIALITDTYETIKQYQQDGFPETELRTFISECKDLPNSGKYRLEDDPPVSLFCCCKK
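Test system: TRPML3-YFP stable HEK293 cells. Doses: single point at 3 µM. Incubation: dye loading 1 h 37 °C then 30 min ambient, 125 s read. Signal: Fluo-8 calcium dye fluorescence, ex 470-495, em 515-575 nm. Measure: percent activation from peak-to-basal fluorescence ratio, scaled between DMSO and carbachol.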
* = called active by the depositor; x = not tested or not shown; [ ] = another dose, or the depositor's remark. An excerpt. The share of hits here may be higher or lower than overall.

SMILES | PGE2 EP2 inh | EP2 mod | zfTRPN1 agonist | 14-3-3 Bad PPI | NPY1 pot ag | CHOP inh | PPC-1+TRAIL kill | NPY Y1 blocker | TRPML3 ag
COc1cccc(C2C(C(=O)c3ccc(C)o3)=C(O)C(=O)N2CCCN(C)C)c1 (configuration not stated) | x | x | 0.9 | x | -9 | x | x | -4 | 1.1
O=C(NNC(=O)c1cccnc1)Nc1cccc(Cl)c1Cl | 7 | -2 | -1.5 | -6[fluorescence artefact?] | 12 | 16 | -26 | 2 | 1.0
O=C(CCCNS(=O)(=O)c1cccs1)N1CCN(c2ccc(F)cc2)CC1 | 9 | 2 | 2.1 | 2 | 19 | -5 | 10 | -3 | 2.1
N#Cc1ccccc1S(=O)(=O)N1CCN(c2cnccn2)CC1 | 3 | -6 | -0.4 | -15 | 9 | 7 | -3 | 0 | 0.1
Cn1c(=O)oc2cc(S(=O)(=O)N3CCC(N4CCCCC4)CC3)ccc21 | 14 | 4 | 0.7 | -3 | 5 | 8 | -4 | -2 | 0.9
NC(=S)N/N=C/c1coc2ccc(Cl)cc2c1=O | 6 | 3 | 0.5 | 18 | -19 | 42 | 3 | -3 | -0.5
C/C(=N\NC(=S)Nc1cccc(C)c1)c1cccc(N)c1 | 5 | 13 | 0.0 | -1 | -8 | -28 | 8 | 4 | 0.8
COc1ccccc1N=Nc1nc(-c2ccccc2)c(-c2ccccc2)[nH]1 | 11 | 28 | -1.5 | 2[fluorescence artefact?] | 26 | -10 | -2 | -7 | -0.1
CN(c1ccccc1)S(=O)(=O)c1ccc(C(=O)NCC2CCCO2)cc1 (configuration not stated) | 15 | -9 | 0.8 | -8 | -11 | 26 | 15 | 0 | 0.7
CC(C)C(=O)Nc1nc2c(ncn2C2CC(O)C(CO)O2)c(=O)[nH]1 (configuration not stated) | 6 | -3 | 0.5 | -2[fluorescence artefact?] | 0 | 26 | 27 | 0 | 0.5
O=C(Nc1ccccc1)N1CCN(c2nc(-c3ccccc3)ns2)CC1 | 4 | -1 | 12 | 0 | 10 | 37 | 3 | x | 4.8
O=C(Cc1c[nH]c2ccccc12)N/N=C/c1ccccc1O | 1 | -38 | -0.6 | -4 | -11 | 28 | 17 | x | -0.3
CCc1nc2ccccc2n(CCOCCOCCn2c(=O)c(CC)nc3ccccc32)c1=O | 12 | 18 | -0.1 | 2 | -10 | 14 | 2 | -2 | -0.1
C[C@@H]1NC(=O)[C@H](CCC(=O)O)NC(=O)c2cc([N+](=O)[O-])cc(F)c2NCCC[C@@H](C(N)=O)NC1=O | 8 | 34 | 1.4 | -1 | -6 | -6 | 4 | -1 | -0.1
Cc1cc(C(=O)COc2ccc([N+](=O)[O-])cc2)c(C)n1C1CC1 | 11 | -39 | 0.0 | 3 | -8 | 9 | 20 | x | 1.6
CCC(NC(=O)Nc1ncccc1C)(C(F)(F)F)C(F)(F)F | -3 | 6 | 1.9 | 1 | 19 | -1 | 0 | 0 | 0.8
Cc1ccc(C(=O)Nc2ccccc2C(=O)N2CCOCC2)cc1[N+](=O)[O-] | 9 | 8 | -0.1 | 6 | -12 | 1 | -4 | -4 | 0.7
CCOC(=O)C1C(C(=O)OCC)C1(c1ccccc1)c1ccccc1 (configuration not stated) | 10 | 55 | -3.7 | -28 | 16 | 23 | 16 | 2 | -0.6
Cc1nc2ccccc2nc1OCC(=O)N1CCN(c2ccccc2)CC1 | 14 | -15 | 0.4 | 0 | -3 | 27 | 9 | -1 | 0.5
CCC(C(=O)N1CCN(c2ncccn2)CC1)c1ccccc1 (configuration not stated) | 3 | -28 | 0.9 | -2 | -8 | 4 | 5 | x | 0.2

Five of these compounds, reformatted.
Screens in order: PGE2 EP2 inh | EP2 mod | zfTRPN1 agonist | 14-3-3 Bad PPI | NPY1 pot ag | CHOP inh | PPC-1+TRAIL kill | NPY Y1 blocker | TRPML3 ag
NC(=S)N/N=C/c1coc2ccc(Cl)cc2c1=O
→ 6 | 3 | 0.5 | 18 | -19 | 42 | 3 | -3 | -0.5
CN(c1ccccc1)S(=O)(=O)c1ccc(C(=O)NCC2CCCO2)cc1 (configuration not stated)
→ 15 | -9 | 0.8 | -8 | -11 | 26 | 15 | 0 | 0.7
O=C(NNC(=O)c1cccnc1)Nc1cccc(Cl)c1Cl
→ 7 | -2 | -1.5 | -6[fluorescence artefact?] | 12 | 16 | -26 | 2 | 1.0
Cc1cc(C(=O)COc2ccc([N+](=O)[O-])cc2)c(C)n1C1CC1
→ 11 | -39 | 0.0 | 3 | -8 | 9 | 20 | x | 1.6
Cc1nc2ccccc2nc1OCC(=O)N1CCN(c2ccccc2)CC1
→ 14 | -15 | 0.4 | 0 | -3 | 27 | 9 | -1 | 0.5

Continued.
SMILES | PGE2 EP2 inh | EP2 mod | zfTRPN1 agonist | 14-3-3 Bad PPI | NPY1 pot ag | CHOP inh | PPC-1+TRAIL kill | NPY Y1 blocker | TRPML3 ag
Cc1occc1C(=O)Nc1cccc([N+](=O)[O-])c1 | 8 | -28 | 0.1 | -4[fluorescence artefact?] | -12 | 1 | 6 | -8 | 0.1
Fc1ccc(-c2nc3n(n2)Cc2ccccc2-3)cc1 | 10 | 9 | 0.0 | -1[fluorescence artefact?] | 20 | 41 | 2 | 4 | 2.3
O=C(CSc1ccccn1)Nc1nncs1 | 11 | -2 | -0.9 | 7 | 2 | -3 | -5 | 7 | 0.0
CCc1cccc(CC)c1NC(=O)/C(C#N)=C/c1ccccc1C(F)(F)F | 13 | 2 | 0.1 | 1 | -23 | 84* | 22 | 4 | 0.3
COCCOc1ccc(C(F)(F)F)cc1NC(=O)c1ccc(C(F)(F)F)cc1 | 3 | 16 | 1.1 | 0 | -2 | 13 | 3 | -8 | 0.6
CN(C)c1nc(N)nc(CSc2nnnn2-c2ccc(C(=O)O)cc2)n1 | 7 | 41 | 2.0 | 17 | -1 | 14 | 10 | 1 | 1.2
Cc1cc(N/C=C\c2nnnn2-c2ccc(F)cc2)no1 | 8 | -8 | -1.0 | -1 | -2 | -14 | -12 | 6 | 0.6
CN(C)Cc1c(-c2ccc(Cl)cc2)nc2ccccn12 | 11 | -18 | -0.6 | -2 | -5 | -10 | 4 | 2 | 1.2
c1ccc(Cn2nnnc2C(c2cccnc2)N2CCN(c3ccccc3)CC2)cc1 (configuration not stated) | 28 | -25 | 2.2 | -1 | -2 | 7 | 14 | 5 | 0.7
CSc1c(SCc2ccccc2)cnn(Cc2ccccc2)c1=O | 11 | 49 | -2.5 | -26[fluorescence artefact?] | -40 | 46 | 8 | 9 | -1.1
CCOc1[nH]n(-c2ccccc2)c(=O)c1C=Nc1ccccc1 | 5 | 40 | -0.4 | -2 | -4 | 39 | 4 | 7 | 0.4
O=c1cc(-c2ccccc2)nc(SCc2ccccc2)[nH]1 | 11 | 1 | 1.3 | 12 | -13 | 25 | -4 | 2 | 0.7
O=C(Nc1nnc(C(F)(F)F)s1)C1COc2ccccc2O1 (configuration not stated) | 21 | 0 | 9.1 | 7 | -10 | 1 | 10 | -4 | 3.3
Cn1nc(-c2ccccc2)c(N2CCCCC2)cc1=O | 4 | 41 | -1.3 | -10 | 16 | 2 | 15 | -3 | 0.2
O=C(/C=C/c1ccco1)Oc1ccc(C(=S)N2CCOCC2)cc1 | 13 | -42 | -2.8 | -12 | 5 | -28 | 13 | 5 | 0.1
O=C(Nc1ccc(Cc2ccncc2)cc1)C1CCC(N2C(=O)C3C4C=CC(C5CC45)C3C2=O)CC1 (configuration not stated) | 9 | -42 | 2.0 | 0 | 15 | 65 | 1 | -4 | 2.2
CC1CCCCC1NC(=O)COC(=O)c1cc(=O)c2ccccc2o1 (configuration not stated) | 3 | 20 | 0.5 | -4 | 14 | 6 | -6 | 1 | 0.9
CC(C)(C)OC(=O)N1CCC[C@H]1c1nnc(SCc2cccc(Cl)c2)o1 | 6 | -1 | -1.0 | -12 | -3 | 7 | -2 | x | 0.3
COc1ccc(-n2c(C)c([N+](=O)[O-])c3ccc(O)c(CN4CCCCC4)c32)cc1 | 10 | 43 | -0.9 | 69 | 18 | 26 | 6 | 7 | -0.4
Cc1cc(C)c2nc(C(F)(F)F)nc(NCCCN3CCOCC3)c2c1 | 2 | -34 | 0.9 | -3 | -4 | 59 | 4 | -1 | 0.9
COc1cc(C(=O)OCC2CC(c3ccccc3)=NO2)cc(OC)c1OC (configuration not stated) | 4 | 4 | -2.4 | -13 | -29 | 15 | -2 | 1 | -0.1
CC(=O)c1ccc(N(C(=O)c2csnn2)C(C(=O)NC(C)(C)C)c2cccs2)cc1 (configuration not stated) | 2 | 28 | 1.1 | -5 | 4 | -17 | -2 | -2 | -0.3
CCOc1ccc(OCC)c(NC(=O)c2ccc(CNc3c(N4CCCC4)c(=O)c3=O)cc2)c1 | 3 | 4 | -0.4 | -1 | 13 | 44 | 13 | x | 0.5
CCN(CC)C(=O)CN(c1ccc(Cl)cc1)S(=O)(=O)c1ccccc1 | 4 | 17 | -1.2 | 5 | 4 | 16 | -14 | 6 | -0.3
